# Bioassay records: PubChem, Southern Research Specialized Biocontainment Screening Center
# Salmonella PhoP GFP – Inhibition of PhoP regulon, Salmonella typhi GFP reporter cells, confirmation, 4 h (AID 1850) | Salmonella Typhi PhoP-promoter GFP reporter, fluorescence, 4 h; higher % means a stronger effect | inhibition, % at 50 µM, or IC50 in µM where a hit was titrated | 0.33% of 310,000 active; in the data active means a potency from the dose series; inconclusive means inhibition mostly from about 25% at the one dose, without a potency; inactive means the rest, 99 in 100 with inhibition below about 19%;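 further: 0% = induced wells with vehicle and 100% = uninduced wells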
# H1N1 NS1A inhibition – NS1A inhibition, H1N1 influenza, cell based functional assay (AID 504329); 0.3% of 340,000 active; NS1A functional cell-based assay, percent inhibition; higher % means a stronger effect; one-dose inhibition, % at 12.5 µM; IC50 in µM for titrated hits; in the data active means a potency from the dose series; inconclusive means inhibition above about 27% without an active follow-up result; further: strong numbers were not always called active
# H37Rv inhibition – M. tuberculosis growth inhibition, HTS (AID 449762). M. tuberculosis H37Rv growth inhibition, 7H9 media; higher % means a stronger effect. inhibition, % at 25 µM; hits with a dose series show IC50 in µM. 0.59% of 330,000 active; in the data active means a potency from the dose series; inconclusive means inhibition above about 70% without an active follow-up result;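 further: bacterial growth assessed after seven days of incubation; strong numbers were not always called active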
# tuberculosis growth – growth inhibition of non-replicating M. tuberculosis (AID 488890). Mycobacterium tuberculosis non-replicating, growth inhibition; higher % means a stronger effect. 0.39% of 320,000 active. inhibition, % at 25 µM, or IC50 in µM where a hit was titrated; in the data active means a potency from the dose series; inconclusive means inhibition mostly from about 82% at the one dose, without a potency; inactive means the rest, 99 in 100 with inhibition below about 76%;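 further: plate controls were DMSO cells for no effect and high antibiotic wells for full effect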
# inhibitors of VEEV – inhibitors of VEEV TC-83 cytopathic effect, confirmation, Vero cells (AID 588727); Vero cells, VEEV TC-83 cytopathic effect inhibition; higher % means a stronger effect; inhibition, % at 20 µM, or IC50 in µM where a hit was titrated; 0.13% of 350,000 active; in the data active means a potency from the dose series; inconclusive means inhibition mostly from about 14% at the one dose, without a potency; inactive means the rest, 99 in 100 with inhibition below about 12%; further: strong numbers were not always called active
# inhibitors of VEEV 10K pilot screen – second read-out of inhibitors of VEEV, no call of its own (marks repeat the call); inhibition, %; measured here: 10K pilot screen inhibition
# Active calls of the source: *; i = inactive; ? = inconclusive; nt = not tested or not shown.
SMILES,Salmonella PhoP GFP,H1N1 NS1A inhibition,H37Rv inhibition,tuberculosis growth,inhibitors of VEEV,others
O=S(=O)(NNc1ccc(Cl)nn1)c1ccc(F)cc1,4%,-4%,2%,32%,i,
O=C(NC1CCCN(Cc2ccccc2F)C1)C1CCC1 (stereo not drawn),-3%,1%,-2%,-2%,i,
Cc1cc2nnc(SCC(=O)OC(C)C)n2c2ccccc12,6%,-12%,4%,9%,6.3%,
Cc1ccc2nc(SCC(=O)NNC(=O)c3ccccc3)[nH]c2c1,-10%,-2%,-4%,-22%,8.0%,
COC(=O)C1=NNC(C(=O)c2ccco2)C1c1ccccc1 (stereo not drawn),-6%,-26%,4%,5%,i,
Cn1c(=Nc2ccc(N3CCOCC3)cc2)ccc2ccccc21,5%,-16%,-2%,-3%,2.1%,
Cc1nc(CS(=O)(=O)c2ccccc2)cc(Sc2ccccc2Cl)n1,6%,-2%,-3%,7%,0.2%,
CCNc1c(NC(C)=O)c(=O)oc2ccccc12,-9%,-6%,11%,-13%,0.1%,
O=C(Cn1nnc(-c2ccccc2)n1)N1CCCCC1,-5%,2%,-5%,-4%,2.3%,
CC(C)(C)C(=O)NC(=S)Nc1ccccc1C(N)=O,5%,-8%,-10%,16%,0.2%,
CC(=O)N1CCc2c(sc(NC(=O)CS(=O)(=O)c3ccc(F)cc3)c2C(N)=O)C1,1%,-17%,2%,-4%,1.6%,
O=C1NC(CCc2ccccc2)C(=O)N1Cc1ccc(Br)cc1 (stereo not drawn),-6%,4%,0%,12%,0.7%,
O=C(CCN1C(=O)C2CC=C(Cl)CC2C1=O)NC1CCCCC1 (stereo not drawn),-12%,1%,-12%,4%,1.4%,
CSc1cccc2sc(NC(=O)C3=COCCO3)nc12,3%,-7%,-2%,7%,6.1%,
COc1ccc(C(C)=O)cc1CSc1nc2cc(Cl)ccc2o1,7%,-1%,0%,4%,4.7%,
Cc1ccc(C)c(CSc2nnc(-c3cccnc3)n2N)c1,-10%,0%,-2%,4%,2.3%,
Nc1ccc(-c2cc(-c3ccc(N)cc3)nc(-c3ccccc3)n2)cc1,-7%,-2%,-2%,45%,i,
O=C(O)c1cnn(-c2nc(-c3ccc(Cl)c(Cl)c3)cs2)c1C(F)(F)F,-1%,-4%,-2%,30%,i,
O=C(/C=C/c1ccccc1)NC1CCCc2ccccc21 (stereo not drawn),2%,nt,-4%,12%,nt,
O=C(CC(=O)c1cccc([N+](=O)[O-])c1)Nc1ccccc1Cl,-5%,-8%,4%,40%,i,
COc1ccccc1OCCN1CSC(=S)N(C)C1,-4%,0%,6.3µM*,8.1µM*,2.7%,
COc1ccc(N2CCN(CC(O)COc3ccccc3[N+](=O)[O-])CC2)cc1 (stereo not drawn),-5%,9%,-3%,-1%,i,
CN(C)c1ccc(/C=N/NC(=O)c2nonc2N)cc1[N+](=O)[O-],-1%,10%,30%,10%,2.2%,
c1ccc(C[n+]2cccc3c4ccccc4ccc32)cc1,6%,-17%,3%,-10%,i,
CN(C(=O)c1ccc2c(c1)OCO2)C1CCCCC1,-4%,-7%,1%,3%,0.3%,
COCCCNC(=O)COc1cc(C)c(Cl)c(C)c1,6%,6%,0%,-8%,2.3%,
COc1ccc(OC)c(Nc2nc(-c3ccc(O)c(O)c3)cs2)c1,-4%,19%,8%,1%,6.1%,
O=C(CS(=O)(=O)c1cn(CC(=O)N2CCCC2)c2ccccc12)Nc1ccccc1F,4%,-5%,3%,-4%,7.7%,
Cc1ccc(S(=O)(=O)NNC(=O)c2snnc2C)cc1,3%,9%,0%,-2%,0.5%,
COc1ccccc1CNC(=O)CN(c1ccc(C)cc1)S(=O)(=O)c1c(C)nn(C)c1C,-2%,1%,5%,16%,i,
CCn1c(=O)n(CC(=O)Nc2cccc(OC)c2)c(=O)c2ccccc21,11%,1%,-1%,-21%,1.3%,
Cc1ccc(C)n1-c1ccc(C(=O)NCC2CCCO2)cc1 (stereo not drawn),4%,15%,-3%,12%,1.3%,
COc1cc(C(=O)N2CCN(c3ccccc3Cl)CC2)ccc1OCC(=O)N1CCOCC1,nt,-3%,-7%,0%,0.1%,
CCCCCCCNC(=O)C1(CC2CC(c3ccc(Cl)cc3)=NO2)CCN(C(=O)C2(C)CC2)CC1 (stereo not drawn),-17%,-4%,?,53%,3.5%,
CCOc1ccc(NC(=O)CSc2nc3ccccc3c(=O)n2Cc2cccs2)cc1,-4%,14%,-3%,12%,0.1%,
CCC(C(=O)NCc1ccco1)n1nc(-c2ccc(OC)cc2)ccc1=O (stereo not drawn),-2%,-20%,-1%,12%,0.2%,
Cc1sc(N/N=C/c2cccnc2)nc1-c1ccccc1,1%,7%,34%,31%,>25µM*,
C1CSC2(N1)C1CC3CC(C1)CC2C3 (stereo not drawn),3%,-6%,-3%,-6%,6.6%,
CCC(=O)OCC(=O)N=c1sccn1Cc1ccccc1Cl,-2%,-5%,12%,5%,4.1%,
CCCOC(=O)C1=C(C)N(C)C(=O)NC1c1cc2c(cc1[N+](=O)[O-])OCO2 (stereo not drawn),-11%,-3%,4%,5%,1.7%,
CSCCC(NC(=O)c1ccc(Cl)cc1Cl)C(=O)N1CCCCCCC1 (stereo not drawn),nt,-11%,nt,nt,5.7%,
CC(C)(C)c1ccc(-c2cc(N)n[nH]2)cc1,10%,-48%,1%,40%,0.4%,
Fc1ccc(C2CC(c3ccccc3)n3ncnc3N2)cc1 (stereo not drawn),-1%,-22%,-8%,11%,1.2%,
CC(C)CCNC(=O)CCC(=O)NNc1nc2ccccc2c2nc(-c3ccccc3)nn12,2%,29%,-2%,19%,1.4%,
Clc1ccc(OCc2nnc(SCc3nc4ccccc4[nH]3)n2Cc2ccco2)cc1,-13%,1%,20%,39%,i,
C/C(=N\NC(=O)c1ccccc1)c1nc2ccccc2n1C,-6%,3%,?,101%,0.2%,
CCC(C(=O)NCCc1ccc(C)cc1)n1nc(C)c2c(C)n(-c3ccccc3)nc2c1=O (stereo not drawn),-5%,2%,-3%,23%,0.3%,
O=S(=O)(Nc1ccc(S(=O)(=O)Nc2nccs2)cc1)c1ccc2c(c1)OCCO2,13%,-4%,?,77%,0.1%,inhibitors of VEEV 10K pilot screen=4.7
O=C(CN1CCC(N2CCCCC2)CC1)N1CCCc2ccccc21,2%,1%,4%,-4%,i,
Oc1ccc(CCNc2ncnc3ccc(Cl)cc23)cc1,3%,4%,5%,25%,11%,

# Ordered by length of the SMILES (lowest first): some entries from above
SMILES,Salmonella PhoP GFP,H1N1 NS1A inhibition,H37Rv inhibition,tuberculosis growth,inhibitors of VEEV,others
Clc1ccc(OCc2nnc(SCc3nc4ccccc4[nH]3)n2Cc2ccco2)cc1,-13%,1%,20%,39%,i,
CC(C)CCNC(=O)CCC(=O)NNc1nc2ccccc2c2nc(-c3ccccc3)nn12,2%,29%,-2%,19%,1.4%,
CCC(C(=O)NCCc1ccc(C)cc1)n1nc(C)c2c(C)n(-c3ccccc3)nc2c1=O (stereo not drawn),-5%,2%,-3%,23%,0.3%,

# More structures follow.
SMILES,Salmonella PhoP GFP,H1N1 NS1A inhibition,H37Rv inhibition,tuberculosis growth,inhibitors of VEEV,others
COc1ccc(NC(=O)Nc2ccccc2F)cc1,13%,0%,-10%,0%,i,
COc1ccc2c(c1)O[C@@H](c1cccc(C(F)(F)F)c1)[C@H](OC(=O)N[C@H]1CCCc3ccccc31)C2=O,-9%,nt,10%,-7%,nt,
Cc1ccc(-n2c(CSc3nc(C)cc(C)n3)nnc2SCC(=O)Nc2nccs2)cc1,-1%,-13%,3%,-1%,1.4%,
Cc1cc(NC(=O)C2CC(c3ccccc3Cl)=NO2)no1 (stereo not drawn),6%,-1%,2%,2%,0.8%,
Cc1ccc(C)c(N2CCN(C(=O)c3cc4sccc4n3C)CC2)c1,3%,-1%,67%,9%,7.5%,
Cc1cc2ncn(C(=O)c3ccc4c(c3)OCO4)c2cc1C,-2%,-8%,6%,8%,1.4%,
CCCNC(=O)COc1coc(CN2CCN(c3cccc(Cl)c3)CC2)cc1=O,10%,4%,6%,8%,1.0%,
COc1cccc(CN2CC(C(=O)N(C)Cc3[nH]c4ccccc4c3C)CCC2=O)c1 (stereo not drawn),2%,1%,6%,25%,1.4%,
Brc1ccc(-c2cn3ccccc3n2)s1,16%,-8%,-3%,8%,7.8%,
O=C(CC1Sc2ccccc2NC1=O)NNc1cccc(Cl)c1Cl (stereo not drawn),nt,18%,nt,nt,10%,
CC1=NN(C(C#N)c2ccccc2C)C(c2ccccc2)C1 (stereo not drawn),0%,3%,2%,7%,i,
COc1ccc(NC(=O)COC(=O)c2ccc(O)cc2)c([N+](=O)[O-])c1,3%,4%,6%,48%,1.9%,
COc1ccc(-c2cn[nH]c2-c2ccc(OC)cc2)cc1,-10%,-13%,?,10%,4.9%,
Cc1ccc(C)c(S(=O)(=O)N2CCN(CC(=O)Nc3cc(C)on3)CC2)c1,3%,-2%,2%,17%,i,
CC(C(=O)Nc1sc2c(c1C(=O)NCC1CCCO1)CCC2)N1C(=O)c2ccccc2C1=O (stereo not drawn),-3%,0%,-7%,0%,1.5%,
Cc1ccc(NC(N)=S)cc1,-3%,6%,-5%,31%,1.5%,
COc1ccc(/C=C(\C#N)C(=O)OCC(=O)N2CC(C)OC(C)C2)cc1 (stereo not drawn),-1%,2%,3%,1%,0.7%,
COc1ccc(OC)c(/C=N/NC(=S)NCCc2ccccc2)c1,7%,-3%,10%,-24%,6.1%,
CCOC(=O)COc1ccc(/C=C2/C(=O)NN(c3ccc(F)cc3)C2=O)cc1OC,-2%,-23%,43%,79%,1.6%,
CC(=O)Cc1nsc(NC(=O)c2ccccc2Cl)n1,1%,1%,1%,-4%,1.2%,

# Brought forward from above: 6 entries, followed by the next part.
SMILES,Salmonella PhoP GFP,H1N1 NS1A inhibition,H37Rv inhibition,tuberculosis growth,inhibitors of VEEV,others
CC(C(=O)Nc1sc2c(c1C(=O)NCC1CCCO1)CCC2)N1C(=O)c2ccccc2C1=O (stereo not drawn),-3%,0%,-7%,0%,1.5%,
Cc1ccc(NC(N)=S)cc1,-3%,6%,-5%,31%,1.5%,
COc1ccc(/C=C(\C#N)C(=O)OCC(=O)N2CC(C)OC(C)C2)cc1 (stereo not drawn),-1%,2%,3%,1%,0.7%,
COc1ccc(OC)c(/C=N/NC(=S)NCCc2ccccc2)c1,7%,-3%,10%,-24%,6.1%,
CCOC(=O)COc1ccc(/C=C2/C(=O)NN(c3ccc(F)cc3)C2=O)cc1OC,-2%,-23%,43%,79%,1.6%,
CC(=O)Cc1nsc(NC(=O)c2ccccc2Cl)n1,1%,1%,1%,-4%,1.2%,
O=C(NC1CN2CCC1CC2)c1cc(Cl)c([N+](=O)[O-])c2nc[nH]c12 (stereo not drawn),2%,5%,6%,-8%,1.4%,
COc1cccc(-c2cc(C(F)(F)F)nc(N3CCC(C)CC3)n2)c1,-3%,-2%,3%,41%,2.3%,
COc1ccc(CC(=O)OCC(=O)NC2CCCCC2)cc1,nt,2%,7%,67%,1.0%,
C=CCN1C(=NC(=O)COc2ccc(Cl)cc2)SC2CS(=O)(=O)CC21 (stereo not drawn),-5%,-9%,-2%,2%,0.1%,
COc1ccc(-c2noc(N3CCC(C(=O)NCCCN4CCC(C)CC4)CC3)n2)cc1,-4%,1%,-7%,16%,8.7%,
Cc1ccc(C)c(NC(=S)NCc2ccccc2)c1,7%,-12%,-3%,74%,i,
Cc1ccc(NC(=O)CCN2C(=O)c3cccc4cccc(c34)C2=O)cc1,3%,4%,-3%,3%,0.8%,
Cc1ccc(S(=O)(=O)N2CCC(C(=O)OCC(=O)N(C)C3CCCCC3)CC2)cc1C,5%,-1%,-6%,-11%,3.2%,
CN(C)S(=O)(=O)c1ccc(S(=O)(=O)N2CCN(CCC#N)CC2)cc1,-3%,-5%,-1%,-3%,i,
CN(CC(=O)Nc1ccccc1Cl)C(=O)c1cc(C2CC2)nn1-c1ccccc1,nt,0%,-5%,26%,9.0%,
Clc1ccc(/C=C/c2nc3ccccc3[nH]2)cc1,-9%,-4%,14%,17%,i,
c1ccc2c(c1)CCN(C1CCCCC1)C2,2%,0%,-1%,11%,0.2%,
CCOC(=O)C1(c2ccccc2)NC(c2ccccc2C)C2C(=O)N(c3ccc4c(c3)OCO4)C(=O)C21 (stereo not drawn),-5%,2%,-11%,32%,5.1%,
CC(C)NC(=O)CN1CCC(c2nc3ccccc3[nH]2)CC1,-1%,9%,-4%,5%,i,
CCOc1ccc(NC(=O)/C=C/c2ccc(OC)cc2)c([N+](=O)[O-])c1,-9%,-1%,3%,-3%,0.1%,
CC(C)(C)OC(=O)C[C@@H]1C/C=C\C[C@H](CC(=O)N(CCO)Cc2ccccc2)C(=O)N2CCC[C@H]2COC1=O,nt,10%,-8%,14%,0.8%,
Cn1c(=O)c(C(=O)N2CCc3ccccc32)cc2cccnc21,-2%,-11%,-2%,-11%,2.3%,
